High-throughput results deposited in PubChem BioAssay by National Center for Advancing Translational Sciences (NCATS).
Tau fibril ThT: inhibitors of human tau fibril formation, thioflavin T binding | P10636 | recombinant tau K18 P301L, heparin-induced fibrillization, ThT fluorescence | Potency, µM (series often up to 57.4 µM), without a hit: at the highest dose activity, negative = inhibition, usual class: inhibitors | actives 2.1% (n = 270,000) | AID 1460; further: nearly all actives have a fitted effect of over 55% in size
Target sequence (P10636 561-689 P618L limits assumed): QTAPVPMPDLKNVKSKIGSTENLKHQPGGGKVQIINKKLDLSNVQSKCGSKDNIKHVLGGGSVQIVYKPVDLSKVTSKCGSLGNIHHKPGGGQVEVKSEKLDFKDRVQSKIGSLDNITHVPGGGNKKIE
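Using a mix of unlabeled (15 uM) and Alexa 594-labeled (0.24 uM) tau K18 P301L, heparin-triggered fibrillization over 6 hr at 37 C was scored by ThT fluorescence.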
KDM4E inh: JMJD2E (human) inhibition | B2RXH2 | JMJD2E catalytic domain, FDH-coupled NADH fluorescence (FDH is formaldehyde dehydrogenase) | Potency, µM (titrated, usually from 57.1 µM), without a hit: at the top dose activity change, negative = inhibition, usual class: inhibitors | actives 1.6% (n = 230,000); active means well fitted inhibition curve with a large enough effect, not every such curve was filed as active; inconclusive means small, poorly fitted or top-dose-only effect, or another doubt; inactive means no such curve, though single readings can be large or run the other way;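 further: 0% = wells with enzyme and -100% = buffer wells without enzyme; nearly all actives have a fitted effect of over 50% in size; many of its hits are not listed in these tables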
TexasRed fluor: counter-screen for TRb-SRC2 inhibitors: fluorescence interference; TRb/SRC2 Texas Red total fluorescence interference; Potency, µM (top dose mostly 106 µM), without a hit: at the top dose fluorescence change, negative = quenching; actives 0.29% (n = 280,000); active means well fitted curve in either direction with a large enough effect; inconclusive means small, poorly fitted or top-dose-only effect
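Human TRb ligand-binding domain at 0.6 uM with 20 nM Texas Red SRC2 peptide in Tris buffer containing 1 uM T3 and 5% DMSO, incubated with compound 5 h at ambient temperature. Total fluorescence (555/632 nm) calculated as parallel + 2 × perpendicular.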
L3MBTL1 block: L3MBTL1 (human) inhibition; Potency, µM (doses to about 57.1 µM), without a hit: at the highest dose activity, negative = inhibition, actives largely listed as inhibitors; Q9Y468; AlphaScreen L3MBTL1–H3K9me1 peptide binding; actives 0.66% (n = 230,000); further: nearly all actives have a fitted effect of over 60% in size
Target sequence (Q9Y468 whole entry, looked up): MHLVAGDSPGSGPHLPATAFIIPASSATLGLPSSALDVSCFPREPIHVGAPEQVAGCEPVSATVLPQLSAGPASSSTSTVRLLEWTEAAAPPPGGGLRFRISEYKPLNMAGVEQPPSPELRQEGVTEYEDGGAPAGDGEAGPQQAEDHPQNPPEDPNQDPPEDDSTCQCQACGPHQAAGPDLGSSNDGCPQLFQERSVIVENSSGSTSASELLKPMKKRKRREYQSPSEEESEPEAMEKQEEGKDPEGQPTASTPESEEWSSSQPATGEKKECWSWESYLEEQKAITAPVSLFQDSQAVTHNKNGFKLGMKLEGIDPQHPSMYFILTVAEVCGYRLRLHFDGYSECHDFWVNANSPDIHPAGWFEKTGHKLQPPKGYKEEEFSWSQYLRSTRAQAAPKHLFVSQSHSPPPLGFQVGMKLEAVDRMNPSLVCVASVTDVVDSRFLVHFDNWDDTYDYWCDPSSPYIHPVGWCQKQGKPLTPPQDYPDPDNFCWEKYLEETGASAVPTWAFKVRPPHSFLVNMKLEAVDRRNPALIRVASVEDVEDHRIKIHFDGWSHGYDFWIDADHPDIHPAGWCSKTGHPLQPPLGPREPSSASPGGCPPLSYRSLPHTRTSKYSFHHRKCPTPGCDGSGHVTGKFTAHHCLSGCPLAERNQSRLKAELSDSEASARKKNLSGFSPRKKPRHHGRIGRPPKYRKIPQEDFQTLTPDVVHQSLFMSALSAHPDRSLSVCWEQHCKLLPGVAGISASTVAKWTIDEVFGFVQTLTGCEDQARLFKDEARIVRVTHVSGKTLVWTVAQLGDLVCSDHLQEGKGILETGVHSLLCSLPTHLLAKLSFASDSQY
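Displacement of a biotinylated histone H3(1-15) peptide monomethylated at Lys9 (75 nM) from L3MBTL1 (50 nM) was measured by AlphaScreen after a 30 min room-temperature compound incubation; cefsulodin titration served as intraplate control.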
TRb-SRC2 inh: disrupts binding of human TR beta to SRC2; actives 0.065% (n = 280,000); AID 1469; Potency, µM (titrated, usually from 106 µM), for inactives: at the top dose activity change, negative = inhibition, usual class: inhibitors; P10828; TRbeta-SRC2 peptide binding, fluorescence polarization; receptor liganded with 1 µM T3;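 further: plate controls were bound peptide for no effect and peptide without receptor for full effect; nearly all actives have a fitted effect of over 50% in size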
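Quantitative HTS by FP: 0.6 uM TRb LBD, 20 nM labeled SRC2 20-mer, 1 uM T3, 5% DMSO; 5 hr ambient incubation; % activity per concentration and potencies from concentration series.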
RGS12 GoLoco inh: inhibitors of human Gai1-RGS12 GoLoco interaction (red fluorophore); P63096; Gai1:RGS12 GoLoco peptide FP, rhodamine, 10 min; Potency, µM (series often up to 61.6 µM), without a hit: top-dose activity, negative = inhibition, usual class: inhibitors; actives 0.44% (n = 230,000); AID 880; active means well fitted inhibition curve with a large enough effect, not every such curve was filed as active; inactive means no such curve, though single readings can be large or run the other way; further: nearly all actives have a fitted effect of over 30% in size; many of its hits are not listed in these tables
RECQ1 helicase: blocks DNA unwinding by human RECQ1; P46063; RECQ1 DNA unwinding, red fluorescence kinetic read; Potency, µM (top dose mostly 57.3 µM), without a hit: at the top dose activity, negative = inhibition, usual class: inhibitors; actives 0.54% (n = 240,000); AID 2549;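 further: plate controls were vehicle for no effect and no enzyme for full effect; nearly all actives have a fitted effect of over 30% in size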
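50 nM RECQ1T1 preincubated 15 min with compound in Tris pH 8.0 buffer with MgCl2, DTT, Tween-20 and 2.5 ug/ml poly(dI-dC); started with 200 nM TAMRA/BHQ-2 forked duplex and 2 mM ATP. Unwinding read as fluorescence (525/598 nm), two reads 2 h apart.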
Tau FP inhib: tau fibrillization inhibition (FP). P10636. K18 P301L tau heparin fibrillization, Alexa594 FP, 6 h. Potency, µM (series often up to 57.7 µM), inactives show at the highest dose activity, negative = inhibition, hits mostly inhibitors. actives 0.39% (n = 280,000). AID 1468; further: nearly all actives have a fitted effect of over 55% in size
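Heparin (20 uM) drove fibril formation of recombinant tau K18 P301L, 15 uM unlabeled with 0.24 uM Alexa 594 label, for 6 hr at 37 C in 100 mM sodium acetate pH 7. Fluorescence polarization (555/632 nm) read 1 hr after 30 uM ThT.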
Numbers without * were called inactive; i = inactive; ? = inconclusive; / = no result given; & = joins results of further samples; [ ] = another dose, or the depositor's remark. Unless noted, the call rests on the fitted dose curve; in most records, active means well fitted curve in the direction sought with a large enough effect; inconclusive means small, poorly fitted or top-dose-only effect, or another doubt; inactive means no such curve, though single readings can be large; an effect the other way counts as inactive or inconclusive. Unless noted, on the % scale 0 is the no-effect control and ±100 the full control effect; potency means the concentration at half of the fitted maximal effect.

SMILES	Tau fibril ThT	KDM4E inh	TexasRed fluor	L3MBTL1 block	TRb-SRC2 inh	RGS12 GoLoco inh	RECQ1 helicase	Tau FP inhib
COc1ccc(COc2cc(-c3cccc(OC)c3)nc3ccc(NC(=O)c4ccc(N(C)C)cc4)cc23)cc1	?	?	-1%&2%	-1%	2%&-1%	-23%&3%	-9%&-6%	?
O=C(O)COc1ccc(F)cc1Br	9%	-1%	-1%	9%	-2%	-4%	i	-4%
CCOC(=O)C1CCN(C(=O)COc2ccc(Br)cc2C)CC1	-4%	0%	1%	8%	1%	-2%	i	-5%
CCC(C)[C@H](NC(=O)NCc1cccs1)C(=O)OC (stereo partly specified)	4%	-9%	-3%	-8%	-4%	10%	i	4%
O=[N+]([O-])c1ccc(N=Nc2ccc(O)cc2O)cc1	2.5µM*	-5%	-16%	/	9%	51%[activator]	-7%	-13%
CCC(=O)NNc1ncnc2c1cnn2C	-7%	-6%	0%	/	-1%	-6%	-2%	0%
N=C(N)c1ccc(N)cc1	8%	0%	-3%	8%	-6%	4%	1%	2%
C/C(=N/Nc1ncc(C(F)(F)F)cc1Cl)c1ccncc1	-17%	-1%	-1%	-5%	7%	8%	-4%	-4%
Cc1cccc2nc(CSc3nncn3-c3ccccc3)cn12	?	7%	2%	1%	3%	2%	i	-6%
COc1ccc(NC(=O)C2CCN(c3nc(C)nc4c3CCC4)CC2)cc1	-4%	-2%	-1%	0%	-4%	5%	-5%	0%
CCn1cc(C(=O)NCc2cccnc2)c(=O)c2cc(F)c(N3CCN(C(=O)c4ccco4)CC3)cc21	-24%	?	0%	/	-6%	7%	i	14%
COc1cc(/C=C2\N=C(c3ccccc3)NNC2=O)cc(OC)c1OC	-22%	0%	-1%	-4%	6%	5%	-6%	-4%
Cc1cccn2c(=O)c(/C=N/O)c(NCc3ccccc3)nc12	3%	?	-4%	3%	4%	2%	-8%	-12%
COc1ccc(S(=O)(=O)N(C(=O)c2ccncc2)c2ccc(OC(=O)c3ccncc3)cc2)cc1	?	-27%	0%	/	0%	6%	i	13%
CS(=O)(=O)N(CC(=O)NCc1ccco1)c1cc(C(F)(F)F)ccc1Cl	4%	-3%	-6%	-5%	0%	0%	-4%	-1%
O=C(CN(Cc1ccccc1)S(=O)(=O)c1ccccc1)N1CCOCC1	-11%	-1%	-7%	1%	-2%	7%	-5%	-2%
COC(=O)c1sccc1NC(=O)CCC1CCCC1	-6%	-4%	-2%	/	-14%	7%	0%	4%
Cc1cc(N2C(=O)C3CC=CCC3C2=O)cc(C)c1Br (stereo unspecified)	-9%	-6%	-2%	-3%	-15%	8%	5%	6%
Cc1ccc(C2(c3ccc(C)cc3)NC(=O)N(Cc3c(C)noc3C)C2=O)cc1	-10%	-1%	2%	/	-1%	6%	-8%	5%
O=C(CCN1C(=O)c2ccccc2C1=O)C1=NN[C@@H]2C(=O)N(c3ccc(F)cc3)C(=O)[C@H]12	-11%	0%	4%	8%	8%	-1%	5%	0%
NC(=O)Cn1c(=O)n(CCC(=O)NCCSCc2ccccc2)c(=O)c2ccccc21	4%	-16%	0%	-8%	-5%	2%	1%	8%
COc1cc(/C(C)=N\NC(=O)CSc2nc3ccccc3n2C)ccc1O	-20%	5%	-1%	2%	-2%	2%	-1%	1%
NC(=O)Cn1cc(C(=O)c2cccs2)c2ccccc21	-4%	5%	-3%	/	-9%	-2%	-10%	-5%
CC(Oc1ccccc1)c1ccnc2nc(N3CCOCC3)nn12 (stereo unspecified)	-3%	?	1%	3%	-3%	5%	i	-2%
CCCNC(=O)c1cccc(Br)c1	1%	1%	-3%	?	-5%	3%	-3%	-3%
COC(=O)[C@H]1O[C@@H](c2cc(OC)c(C)c(OC)c2OCc2ccccc2)[C@H](C)[C@@H]2O[C@]12C	1%	0%	-3%	/	9%	7%	-3%	-1%
O=c1nc2ccccc2c2n1CC(CN1CCN(c3ccc(F)cc3)CC1)N2 (stereo unspecified)	-22%	-2%	-6%	-1%	-3%	-1%	0%	2%
CCOc1ccccc1C(=O)N1CCCCC1CCN1CCOCC1 (stereo unspecified)	3%	/	2%	/	-1%	/	/	4%
CCCCCCCCCc1nc2sc3c(c2c(=O)n1NC(=O)c1ccc([N+](=O)[O-])cc1)CC(C)(C)OC3	12%	-7%	-2%	-16%	5%	-10%	1%	4%
COc1cc(NC(=O)CSc2nnc3c(n2)[nH]c2ccc(S(=O)(=O)NC(C)C)cc23)cc(OC)c1OC	-14%	9%	-4%	-10%	-5%	2%	-2%	5%
CN(C)CCCn1c(N)c(C#N)c2nc3ccccc3nc21	/	?	-5%	/	-3%	122%[activator]	-9%	/
O=C1N(Cc2cccnc2)C[C@@H]2C[C@@H](c3cccc(Oc4ccccc4)c3)N3CCC[C@@]123	-4%	0%	0%	-17%	0%	-1%	-9%	-6%
COc1ccc(-c2n[nH]c(C)c2-c2ccc(Cl)cc2)c(O)c1	?	?	0%	-1%	-13%	10%	-15%	-10%
C=C(C)C1CC=C(C)/C(=N/NC(=O)COc2ccccc2Cl)C1 (stereo unspecified)	-6%	13%	-1%	6%	0%	5%	i	5%
CN1CCN(c2nc(-c3ccccc3)nc(-c3ccc(F)cc3)c2C#N)CC1	-6%	?	-4%	-3%	4%	3%	-14%	-4%
Cc1ccc(N=Nc2c(O)[nH]c3ccc(F)cc23)cc1	?	-22%	2%	-7%	-5%	2%	-20%	-18%
CC1=C(C(=O)Nc2ccc(C)cc2C)C(c2cccs2)n2nc(SCc3ccccc3Cl)nc2N1 (stereo unspecified)	1%	/	4%	/	-10%	/	/	?
CC(C)COc1nc2ccccc2c(=O)n1OCC(=O)O	-2%	2%	-3%	6%	-1%	1%	-14%	1%
O=Cc1cnc(N2CCN(Cc3ccccc3)CC2)s1	-4%	-7%	-1%	12%	-12%	11%	i	11%
O=C(COC(=O)c1cccc(C(F)(F)F)c1)NCc1ccc(Cl)cc1	-2%	1%	-1%	9%	3%	3%	-1%	0%

Quoted from the listing.
L3MBTL1 block with `CN1CCN(c2nc(-c3ccccc3)nc(-c3ccc(F)cc3)c2C#N)CC1` = -3%
TexasRed fluor with `COc1ccc(-c2n[nH]c(C)c2-c2ccc(Cl)cc2)c(O)c1` = 0%

(next part)
SMILES	Tau fibril ThT	KDM4E inh	TexasRed fluor	L3MBTL1 block	TRb-SRC2 inh	RGS12 GoLoco inh	RECQ1 helicase	Tau FP inhib
CCOC(=O)/C=C1\CC(=O)Nc2cc(C)c(C)cc2N1	3%	-1%	0%	/	4%	2%	3%	1%
CN(CC(=O)NC1CCN(Cc2ccccc2)CC1)S(=O)(=O)c1ccc2c(c1)c(=O)n(C)c(=O)n2C	-16%	-1%	-5%	/	-4%	5%	-7%	-13%
CCOC(=O)c1c(C)[nH]c(C)c1C(=O)COC(=O)/C=C/c1ccc(Cl)cc1	-17%	-1%	0%	-10%	0%	7%	-2%	?
Cc1ccc(-c2cc3nc(-c4ccccc4)cc(N4CCOCC4)n3n2)cc1	2%	5%	-2%	-19%	3%	-57%	-5%	5%
C=CCNc1ncnc2ccccc12	?	-3%	-1%	0%	-5%	12%	i	-6%
COc1ccccc1NC(=S)N(Cc1cccs1)C1CCCC1	-12%	-4%	2%	/	-1%	0%	i	?
COC(=O)Cn1cc(C(=O)C2CC2)c2ccccc21	3%	3%	1%	8%[11.4 µM]	1%	3%	-12%	7%
COC(=O)c1ccc2c(c1)C(=O)N(C1CCCCC1)C2=O	-3%	-4%	3%	1%	4%	9%	-12%	0%
CCC(=O)OC1CC(C)N(C(=O)c2ccccc2)c2ccc(C)cc21 (stereo unspecified)	-4%	4%	1%	/	2%	-14%	-6%	7%
COC(=O)CSc1nnc2cc(C)c3ccccc3n12	4%	?	-3%	/	-4%	-1%	i	-4%
CCOCCCNC(=O)C(Cc1ccccc1)NC(=O)c1ccco1 (stereo unspecified)	3%	-2%	-3%	5%	3%	5%	0%	3%
CCOc1ccc(NC(=O)C2CCC(CNc3c(N4CCOCC4)c(=O)c3=O)CC2)cc1 (stereo unspecified)	-6%	-1%	-3%	/	-3%	7%	-14%	7%
COc1ccc(N2CCN(C(=O)c3ccc(N4C(=O)NC5CC4(C)Oc4ccccc45)cc3)CC2)cc1 (stereo unspecified)	-18%	-3%	-7%	-6%	-1%	11%	8%	3%
COCc1ccc(CN2CCCC(CO)(Cc3ccccc3)C2)o1 (stereo unspecified)	-13%	?	-1%	-7%	6%	-14%	-1%	-2%
CC1=C(C(=O)N2CCCCC2)C(c2cccs2)NC(=O)N1 (stereo unspecified)	-2%	1%	0%	2%	-20%	3%	i	3%
COc1ccccc1NC(=O)Cn1cnc2c(oc3ccccc32)c1=O	-5%	3%	1%	/	0%	-2%	-7%	-1%
Cc1ccc2c(c1)nnn2C1CCN(CC(=O)c2ccc(Cl)cc2)CC1	-5%	2%	3%	9%	0%	11%	-6%	6%
CC(C)CC(=O)NC1(C(F)(F)F)C(=O)N(CC(C)C)C2=C1C(=O)CC(C)(C)C2 (stereo unspecified)	-5%	15%	0%	8%	1%	9%	-1%	-1%
O=C(c1ccc2c(c1)CCN2S(=O)(=O)c1ccc(Cl)cc1)N1CCN(c2ccc(F)cc2)CC1	-8%	/	-1%	/	-9%	/	/	-1%
c1ccc(Oc2nc(Oc3ccccc3)nc(N3CCOCC3)n2)cc1	-9%	13%	2%	/	-2%	2%	14%	3%
COc1ccc2[nH]c(C)c(CCN(Cc3cccs3)C(=S)Nc3ccc(F)cc3)c2c1	?	?	0%	-12%	-14%	1%	-5%	-2%

Entries listed so far that have a COOH group (2):
SMILES	Tau fibril ThT	KDM4E inh	TexasRed fluor	L3MBTL1 block	TRb-SRC2 inh	RGS12 GoLoco inh	RECQ1 helicase	Tau FP inhib
O=C(O)COc1ccc(F)cc1Br	9%	-1%	-1%	9%	-2%	-4%	i	-4%
CC(C)COc1nc2ccccc2c(=O)n1OCC(=O)O	-2%	2%	-3%	6%	-1%	1%	-14%	1%

An excerpt. The share of hits here may be higher or lower than overall.
